High-throughput results from PubChem.
NR2E3 ag-1 – activates human photoreceptor nuclear receptor NR2E3; actives 0.12% (n = 320,000); AID 2300; inhibition of corepressor binding, % at 4.78 µM; GST-NR2E3/biotin-RetCOR TR-FRET, 1536-well;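 active = percent inhibition above the cutoff of mean plus 3 SD of all tested compounds, set per screening campaign, cut at about 20% in these data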;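 also: 0% = DMSO wells and 100% = biotin wells as full block of FRET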
Target sequence (Q9Y5X4 whole entry, looked up): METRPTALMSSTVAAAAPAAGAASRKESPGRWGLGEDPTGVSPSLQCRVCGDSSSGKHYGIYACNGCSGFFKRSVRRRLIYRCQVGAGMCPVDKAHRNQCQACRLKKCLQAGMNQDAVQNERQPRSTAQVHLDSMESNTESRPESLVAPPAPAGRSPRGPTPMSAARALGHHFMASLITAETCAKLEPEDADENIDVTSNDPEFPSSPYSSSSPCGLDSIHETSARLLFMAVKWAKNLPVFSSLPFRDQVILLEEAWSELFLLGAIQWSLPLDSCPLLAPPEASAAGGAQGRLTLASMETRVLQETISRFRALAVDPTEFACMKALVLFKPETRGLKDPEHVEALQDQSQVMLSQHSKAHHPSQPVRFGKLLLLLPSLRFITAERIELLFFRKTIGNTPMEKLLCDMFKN
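Format: 1536-well format; test system: GST-NR2E3 and biotin-RetCOR proteins; read-out basis: percent inhibition of TR-FRET ratio; timing: 5 h incubation at 4 °C; detection: time-resolved FRET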
CF NFkB block – cystic fibrosis NF-kB activation inhibition. KKLEB NF-kB-GFP reporter, PAF-induced, GFP fluorescence overnight. actives 0.86% (n = 360,000). inhibition, % at 5 µM;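 active = at least 50% inhibition at 5 µM, scaled per plate between neutral and stimulator controls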;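 also: PAF is a Pseudomonas aeruginosa culture filtrate used as stimulus; plate controls were PAF-stimulated DMSO wells for no effect and unstimulated DMSO wells for full effect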
TRAIL sens C8 – sensitizes caspase-8 expressing cells to TRAIL; AID 624354; actives 1% (n = 360,000); NB7+C8 cells + TRAIL, ATPlite viability luminescence; inhibition (viability loss, TRAIL sensitization), % at 10 µM;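 active = compounds causing at least 50% loss of cell viability in the single-dose screen, relative to plate controls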
MITF TRPM1 inh – MITF TRPM1 promoter inhibition in SK-MEL-5 cells. SK-MEL-5 TRPM1 promoter luciferase, 24 h. inhibition, % at 12.5 µM. actives 0.83% (n = 330,000);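 active = mean inhibition across replicates of 60% or more, whatever share of single replicates reaches that level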; also: values of inactives mirror those of a sister screen read the other way
TWEAK-Fn14 inh – blocks TWEAK-Fn14 interaction in a reporter cell assay; inhibition, % at 10 µM; TWEAK-stimulated Fn14 reporter cells, luciferase luminescence, 8 h; actives 2% (n = 360,000); AID 1159606; in the data active = inhibition above about 50%
NR2E3 ag-2 – activates human NR2E3 receptor | CHO-S Gal4-NCOR/VP16-NR2E3 two-hybrid, luciferase | Q9Y5X4 | actives 0.35% (n = 360,000) | inhibition of corepressor binding, % at 3.98 µM | AID 602229;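 active = inhibition above the mean of all tested compounds plus 3 SD, cut at about 70% in these data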;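 also: 0% = DMSO with NR2E3 transfected cells and 100% = cells lacking NR2E3 construct; higher means lower luciferase signal from less NR2E3 corepressor binding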
Shn3 inh set2 – inhibitors of Schnurri-3 3'UTR reporter in osteoblasts | actives 0.52% (n = 360,000) | Clone20 osteoblast Shn3 3'UTR firefly luciferase, 24 h | AID 588674 | inhibition, % at 12.5 µM;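 active = mean inhibition of at least 75% with every replicate also reaching 75%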;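 also: 0% = median of neutral control wells and 100% = pilot-screen positive control compound; some compounds past the cut are filed as inactive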
KKLEB tox – CF airway cell cytotoxicity counter-screen | activity change (cytotoxicity), % at 5 µM | KKLEB CF airway cells viability, ATPlite luminescence, overnight; hits give low values; cells stimulated with P. aeruginosa culture filtrate | actives 0.36% (n = 360,000) | AID 602141;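 active = corrected activity change at or below -50% at 5 µM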
TROY signal inh – inhibitors of TROY-dependent NF-kB signaling; Q293 LMP1-TROYcd NF-kB luciferase reporter, 4 h; inhibition, % at 10 µM; actives 0.98% (n = 360,000); AID 1347056;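 active = compounds whose plate-normalised and pattern-corrected inhibition of the luciferase reporter signal at the single screening dose is 50% or more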
Peg3 prom inh – Peg3 promoter activity inhibition. HeLa PEG-Prom luciferase reporter, luminescence, overnight. inhibition, % at 20 µM. actives 1.7% (n = 360,000). AID 588405;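 active = inhibition of at least 50% at 20 µM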
HIF-2a inh – HIF-2a inhibition | actives 0.72% (n = 360,000) | inhibition, % at 18.8 µM | AID 624352 | 786-0 RCC cells HIF-2a reporter, luciferase luminescence, overnight;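 active = inhibition of the luminescence signal of 40% or more relative to plate controls, in a single-dose primary screen at 18.75 µM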
Active calls of the source: *; . = no result given; & = joins results of further samples. An excerpt; the hit share may differ from the screen's.

SMILES | NR2E3 ag-1 | CF NFkB block | TRAIL sens C8 | MITF TRPM1 inh | TWEAK-Fn14 inh | NR2E3 ag-2 | Shn3 inh set2 | KKLEB tox | TROY signal inh | Peg3 prom inh | HIF-2a inh
CC1(C)Cc2nc3sc4c(SCC(=O)NCc5ccco5)ncnc4c3cc2CO1 | 5 | 16 | 42 | -19 | -14 | -242 | -5 | -14 | -10 | -146 | -165
CCOC(=O)CCSc1nc2c(c(C(F)(F)F)c1C#N)CCC2 | 1 | 9 | -16 | -5 | 20 | -7 | -15 | 1 | -17 | 1 | 6
CN(Cc1ccon1)Cc1cn(Cc2ccccc2)nc1-c1ccc2c(c1)OCO2 | 1 | 13 | -13 | 0 | -22 | 6 | -1 | -35 | -5 | 10 | 15
O=C(CSc1nc2ccccc2s1)Nc1cc(S(=O)(=O)N2CCOCC2)ccc1Cl | -2 | 15 | -7 | 9 | 13 | -44 | 20 | -9 | 3 | 6 | 0
Cc1cccc(OCC(=O)N/N=C2/SCC(=O)N2Cc2ccco2)c1 | -1 | 8 | -1 | -5 | -5 | -6 | 2 | 6 | -1 | -1 | 8
N#C/C(=C/c1ccc(C(=O)O)cc1)C(=O)Nc1ccccc1 | -1 | -14 | 3 | -11 | -11 | -7 | 15 | 0 | 2 | -8 | 8
CCCN(C(=O)Cc1nc(N)n[nH]1)C1(C(=O)Nc2c(C)cccc2C)CCCCC1 | 1 | 1 | -7 | 7 | -21 | 10 | 7 | -9 | 11 | 9 | -7
Cc1nnc(NC(=O)CSc2n[nH]c(-c3ccccc3)n2)s1 | 1 | 6 | -6 | 4 | -7 | -5 | -34 | -6 | -14 | -12 | -2
CCN(CC)C(=O)C1=C(C)N(Cc2ccc(C(C)(C)C)cc2)C(=O)C(CC(=O)NC2CCCCC2)C1 (stereo not drawn) | . | -5 | -5 | . | -2 | 13 | 8 | 21 | 5 | 4 | 17
O=C1NCCCCC1NS(=O)(=O)c1cccc2ccccc12 (stereo not drawn) | 3 | 10 | -4 | -8 | -36 | -20 | -17 | -13 | -7 | 10 | 9
CCOC(=O)c1c(C)[nH]c(C(=O)COC(=O)C2(C)CC2(Cl)Cl)c1C (stereo not drawn) | -1 | 5 | 27 | -84 | 20 | -77 | -45 | 5 | -11 | -156 | -197
CN(CC(=O)N1CCc2ccccc2C1)c1ccccc1 | -4 | -6 | -4 | -6 | -7 | -9 | 0 | -3 | 11 | -4 | 5
COc1ccc(C(=O)Nc2ccnn2C2CCN(C(C)CSC)CC2)cc1 (stereo not drawn) | -1 | -3 | 3 | -12 | 4 | -2 | -22 | -6 | -20 | 6 | 0
COc1ccc(-c2cc(C(=O)Nc3cccnc3Cl)no2)cc1OC | 2 | -11 | -9 | -19 | -39 | 1 | -18 | 3 | 9 | -17 | -1
COC(=O)[C@@]1(Cc2ccc(F)cc2)[C@H]2c3cc(C(=O)N(C)C)n(Cc4ccc(C)o4)c3C[C@H]2CN1C(=O)c1ccccc1 | . | . | 8 | . | 17 | 1 | . | . | 16 | . | 7
CCOc1ccc(C(=O)NCC(C)C)cc1 | 0 | -17 | 12 | -16 | -2 | -13 | -34 | 0 | -28 | -89 | -129
Cc1cccc(N2CCN(C(=S)NCCc3ccccc3)CC2)c1C | -1 | -4 | -7 | -6 | -2 | -6 | -5 | 6 | -10 | -20 | -31
COc1ccccc1CNC(=O)CN1C(=O)NC2(CCC(C)CC2)C1=O (stereo not drawn) | . | -9 | -10 | -4 | -6 | -33 | 11 | -1 | 5 | -3 | 5
O=[N+]([O-])c1cccc(/C([O-])=C(/C(=S)Nc2cccc3ccccc23)[n+]2ccccc2)c1 | . | -22 | 3 | 19 | 21 | -52 | -18 | 0 | 31 | -6 | -10
O=C(Nc1ccc(N2CCCCC2)cc1)c1ccc(F)cc1 | 1 | -4 | 38 | -27 | -40 | -137 | -23 | -10 | -35 | -208 | -209
CC(Sc1nc(N2CCOCC2)nc(N2CCOCC2)n1)C(=O)Nc1ccccc1 (stereo not drawn) | -2 | -6 | 8 | -5 | -24 | -9 | 7 | -2 | -3 | 11 | 18
O=C(O)C1C2C=CC(O2)C1C(=O)Nc1cccc(C(F)(F)F)c1 (stereo not drawn) | 4 | 5 | -9 | . | -3 | 4 | 5 | 1 | -8 | 1 | 22
Cc1ccc(-c2cc3nn(-c4ccccc4)c(N)c3c(=O)o2)cc1 | 0 | 6 | 24 | -46 | 24 | -89 | -36 | -15 | 12 | -164 | -244
COc1ccc(C(=O)Nc2ccc(O)c3ccccc23)cc1 | 4 | 0 | 26 | 18 | 12 | -7 | -13 | -9 | 29 | -28 | -40
Cc1ccc(C)c(C(=O)OCC(=O)Nc2ccc(N3CCOCC3)cc2)c1 | 2 | -3 | 1 | -4 | -10 | 17 | 3 | -2 | -24 | 7 | 11
COc1ccc(NC(=O)CN(C)C(=O)CSCc2c(C)noc2C)cc1 | -1 | -43 | -12 | 5 | -1 | 19 | -5 | 22 | 6 | 8 | 1
CC(C)(C)OC(=O)N1CCC(CC2CC(c3ccncc3)=NO2)(C(=O)O)CC1 (stereo not drawn) | -2 | -24 | -13 | 8 | -3 | -32 | 13 | 18 | -9 | -8 | 7
Oc1ccc(CNc2ccccc2F)c2cccnc12 | 1 | -5&-5 | 27&15 | 65* | -12&-4 | -3&-13 | 75&81 | 3&-8 | -2&5 | 40&18 | -12&6
O=C(c1ccco1)N1CCN(CCCCOc2ccc(F)cc2)CC1 | -3 | 6 | 2 | -1 | 5 | -7 | 6 | 1 | 0 | 12 | 10
S=c1[nH]nc(-c2ccco2)n1-c1ccc(Br)cc1 | 1 | -6 | 2 | -3 | 1 | 1 | . | 5 | 1 | -14 | 7
CC(=O)c1cccc(NC(=O)C2CCN(S(=O)(=O)c3ccc(F)cc3)CC2)c1 | 2 | 3 | 16 | 1 | 17 | -9 | 5 | -3 | 5 | 5 | 14
CCc1ccc(NC(=O)C(CC)Sc2nc3ccsc3c(=O)n2CCC(=O)O)cc1 (stereo not drawn) | 0 | -3 | -4 | -6 | -6 | -1 | 2 | -2 | -6 | 7 | 13
C/C(N)=C(/C#N)C(=O)COC(=O)CCCNC(=O)c1ccc(Cl)cc1 | -2 | 11 | -3 | -1 | -3 | 5 | 0 | -8 | -13 | 9 | 13
Nc1nc(-c2ccc3c(c2)CCCC3)c(CC(=O)O)s1 | . | -2 | -8 | 8 | -1 | -25 | -2 | 0 | -12 | -15 | -47
O=C(Nc1nc(-c2ccccn2)cs1)c1ccco1 | 3 | -18 | 41 | 6 | 4 | -39 | 35 | 15 | 0 | -54 | -119
COc1cc(C(=O)NC(=S)N(C)Cc2ccccc2)cc(OC)c1OC | 0 | 9 | 19 | 11 | -4 | -4 | 14 | -5 | -20 | 12 | 18
O=C(NCc1ccc2c(c1)OCO2)c1ccncc1 | -2 | 5 | -10 | 3 | -7 | -29 | 11 | 1 | -30 | -1 | 1
COc1cc2[nH]c3c(=O)n(CCN(C(C)C)C(C)C)cnc3c2cc1OC | 3 | -22 | 2 | -16 | -28 | -6 | 1 | 1 | -1 | 15 | 4
CCC(Sc1nc(C)cc(=O)[nH]1)C(=O)Nc1nnc(C)s1 (stereo not drawn) | 1 | -4 | 6 | -4 | 6 | -25 | 18 | 5 | 15 | 7 | 17
CCC1(c2cccc(Cl)c2)NC(=O)N(Cc2cc(C(=O)OC)c(C)o2)C1=O (stereo not drawn) | 2 | 12 | -8 | 13 | 12 | -2 | 64 | -2 | 12 | 24 | 18

Entries of single compounds, quoted from the list. Values in the order: NR2E3 ag-1, CF NFkB block, TRAIL sens C8, MITF TRPM1 inh, TWEAK-Fn14 inh, NR2E3 ag-2, Shn3 inh set2, KKLEB tox, TROY signal inh, Peg3 prom inh, HIF-2a inh
Results for Cc1ccc(-c2cc3nn(-c4ccccc4)c(N)c3c(=O)o2)cc1 = 0, 6, 24, -46, 24, -89, -36, -15, 12, -164, -244
Results for COc1cc2[nH]c3c(=O)n(CCN(C(C)C)C(C)C)cnc3c2cc1OC = 3, -22, 2, -16, -28, -6, 1, 1, -1, 15, 4

More structures
SMILES | NR2E3 ag-1 | CF NFkB block | TRAIL sens C8 | MITF TRPM1 inh | TWEAK-Fn14 inh | NR2E3 ag-2 | Shn3 inh set2 | KKLEB tox | TROY signal inh | Peg3 prom inh | HIF-2a inh
CN(C=O)c1ccc(CSc2ccccc2)cc1 | . | -9 | -5 | -37 | -20 | -56 | 26 | -11 | -62 | -336 | -285
O=C(NCCCCc1ccccc1)C1CC(c2ccc(C(F)(F)F)cc2)=NO1 (stereo not drawn) | 4 | -7 | -1 | -2 | -1 | 31 | 7 | 2 | 23 | 7 | 6
COc1ccc2oc(=O)cc(-c3cc4ccccc4o3)c2c1 | 3 | -8 | 2 | -5 | -2 | -10 | -5 | -4 | -5 | 8 | -4
C/C(CC(=O)Nc1ccc(Cl)c(Cl)c1)=N\NC(=O)C(=O)N1CCCCC1 | 1 | 13 | -7 | 1 | -1 | -24 | -20 | -7 | -5 | -1 | -25
COc1ccc(N2CC(C(=O)N3CCN(C)CC3)CC2=O)cc1 (stereo not drawn) | 8 | -18 | -2 | 8 | 21 | -14 | -6 | 3 | 5 | 5 | 7
O=C(CO)N/N=C/c1cccc(Cl)c1Cl | 0 | -9 | -8 | 2 | -17 | -4 | -22 | 2 | -12 | 12 | 1
Cc1ccc(C(=O)NCC(=O)N2CCCN(C)CC2)cc1C | . | -25 | -10 | 0 | -1 | 18 | -5 | -7 | 0 | -25 | -5
COc1ccc(C2=[N+]([O-])C(C)(C)N(O)C2(C)C)cc1 | -1 | 5 | 11 | 9 | 1 | -6 | 12 | -12 | 2 | 6 | 18
COCCCNS(=O)(=O)c1ccc(S(=O)(=O)N2CCCC2)cc1 | 3 | -2 | 19 | 4 | -4 | 1 | -8 | 8 | 5 | 7 | 13
CC(=O)NC1=C(N(C)C2CCS(=O)(=O)C2)C(=O)c2ccccc2C1=O (stereo not drawn) | -5 | 5 | 29 | 64* | 11 | 1 | 82 | -8 | 20 | 12 | 11
CC1(C)CC(=O)C=C(c2ccc(I)cc2)C1 | 2 | 14 | 4 | -57 | -19 | -16 | -21 | -4 | -33 | -114 | -145
O=C(NNC(=O)C1CC1c1ccccc1)c1cccc([N+](=O)[O-])c1 (stereo not drawn) | 7 | 15 | 2 | -2 | 32 | 19 | 3 | -6 | -22 | 10 | 11
COC(=O)[C@H]1C[C@@]2(O)CN(S(=O)(=O)c3ccc(C)cc3)C[C@@]2(OC(=O)NC2CC2)C[C@H]1C(=O)OC | . | 2 | 3 | . | -13 | -24 | 3 | -12 | -1 | -2 | 4
COc1ccccc1CNC(=O)Nc1nc(C(N)Cc2ccc(Cl)cc2)cs1 (stereo not drawn) | . | 22 | 34 | . | 18 | -26 | -2 | -17 | 6 | 94* | 1
CC1(C(=O)Nc2ccc3c(c2)OCO3)CCN1C(=O)C1(c2ccc(Cl)cc2)CC1 (stereo not drawn) | . | 7 | 5 | . | -10 | -20 | -21 | 4 | -14 | -26 | -22
